Screens: PubChem BioAssay, several laboratories
Rad51 HR inh: blocks human Rad51 in homologous recombination; hRad51 DNA strand exchange, fluorescence dequenching; Q06609; inhibition, % at 10 µM; actives 0.085% (n = 200,000);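 active = inhibition above 40% at the single screening dose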;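 also: 0% = DMSO control wells and 100% = blanks with heterologous ssDNA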
Target sequence (Q06609 whole entry, looked up): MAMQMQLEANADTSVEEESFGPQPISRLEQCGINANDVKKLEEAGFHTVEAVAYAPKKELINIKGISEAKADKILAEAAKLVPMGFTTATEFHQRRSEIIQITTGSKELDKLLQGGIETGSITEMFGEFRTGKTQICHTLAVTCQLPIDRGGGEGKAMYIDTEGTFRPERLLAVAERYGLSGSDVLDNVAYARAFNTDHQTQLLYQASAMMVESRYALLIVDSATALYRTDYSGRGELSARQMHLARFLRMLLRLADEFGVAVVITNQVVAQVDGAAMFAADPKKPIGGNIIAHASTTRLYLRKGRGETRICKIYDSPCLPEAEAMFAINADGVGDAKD
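Material: Human Rad51 nucleoprotein filaments preassembled on unlabelled ssDNA | Also added: Labelled 47-mer dsDNA for strand exchange | Dosing: Single dose, 10 µM final compound | Schedule: 30-min compound preincubation and 15-min exchange, both room temperature | Technique: Fluorescence dequenching at 485/520 nm | Measure: Percent inhibition relative to plate controls and blanks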
m-calpain inh: calpain II (pig) inhibition | purified calpain II, fluorogenic peptide substrate, 30 min | inhibition, % at 16 µM | actives 0.37% (n = 220,000) | AID 1236;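 active = inhibition above about 50%, limit read from the data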
hK5 inh: kallikrein 5 (human) inhibition; Q9Y337; recombinant hK5, fluorogenic AMC substrate cleavage; inhibition, % at 5 µM; actives 0.59% (n = 210,000); AID 873;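 active = inhibition of 40% or more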;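 also: 0% = enzyme controls without compound and 100% = no-enzyme blanks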
PERK inh: blocks human PERK kinase; CHO PERK-DD fusion, SEAP luminescence translation reporter; inhibition, % at 5.6 µM; actives 0.17% (n = 220,000); AID 1416;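 active = inhibition above the mean inhibition of all tested compounds plus 3 SD, set separately per screening campaign, cut at about 2.9% in these data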;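 also: PERK kinase domain activated by AP20187 dimerizer at 100 nM; 0% = DMSO with dimerizer and 100% = rapamycin at 8.4 µM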
FXIa inh: factor XIa (human) inhibition | P03951 | purified FXIa, Boc-Glu-Ala-Arg-AMC fluorogenic substrate | actives 0.14% (n = 220,000) | AID 798 | inhibition, % at 5 µM;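 active = inhibition of at least 40%; inactive = inhibition below 40%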;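 also: fluorescence of freed AMC excited at 355 nm; 0% = enzyme without compound and 100% = no enzyme blank; many of its hits are not listed in these tables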
FXIIa inh: inhibitors of human coagulation factor XIIa; purified FXIIa, Boc-QGR-AMC fluorogenic substrate, 2 h; inhibition, % at 5 µM; actives 0.3% (n = 220,000); in the data active = inhibition above about 40%;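 also: 0% = enzyme with no compound and 100% = blank without enzyme; many of its hits are not listed in these tables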
Target sequence (P00748 20-372 limits assumed): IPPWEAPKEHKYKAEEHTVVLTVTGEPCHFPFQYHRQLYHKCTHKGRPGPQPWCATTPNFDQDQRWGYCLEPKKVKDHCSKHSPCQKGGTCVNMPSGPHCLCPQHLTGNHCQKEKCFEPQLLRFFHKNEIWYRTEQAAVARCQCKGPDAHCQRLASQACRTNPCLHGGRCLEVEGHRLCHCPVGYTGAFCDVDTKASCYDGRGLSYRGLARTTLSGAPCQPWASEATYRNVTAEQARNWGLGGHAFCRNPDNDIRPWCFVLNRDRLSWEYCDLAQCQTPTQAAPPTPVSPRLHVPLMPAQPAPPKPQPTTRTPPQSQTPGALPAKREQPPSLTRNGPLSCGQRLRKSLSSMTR
Target sequence (P00748 373-615 limits assumed): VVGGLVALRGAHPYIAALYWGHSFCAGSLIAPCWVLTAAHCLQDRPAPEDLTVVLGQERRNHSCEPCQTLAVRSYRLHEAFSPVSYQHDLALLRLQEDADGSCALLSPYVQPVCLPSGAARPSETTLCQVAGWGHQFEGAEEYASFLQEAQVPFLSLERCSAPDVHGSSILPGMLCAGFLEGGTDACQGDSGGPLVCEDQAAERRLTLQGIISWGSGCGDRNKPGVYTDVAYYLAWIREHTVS
Furin inhibitor: inhibitors of human furin | P09958 | purified furin, fluorogenic substrate cleavage | inhibition, % at 30 µM | actives 0.061% (n = 220,000) | AID 463115; in the data active = inhibition above about 25%; also: inactives centre near -15
thrombin 1536: thrombin (human) inhibition | actives 0.26% (n = 220,000) | P00734 | alpha-thrombin, Boc-VPR-AMC fluorogenic substrate cleavage | inhibition, % at 5 µM;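 active = inhibition at or above 40%; inactive = inhibition below 40%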;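 also: 0% = enzyme with no compound and 100% = wells without enzyme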
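System – human alpha-thrombin protein · Reagent – Boc-VPR-AMC substrate, 15 µM final · Compound – 5 µM single dose in 0.2% DMSO · Schedule – reaction at room temperature · Technique – AMC fluorescence at 355 nm excitation and 460 nm emission · Read-out basis – % inhibition relative to enzyme controls and enzyme-free blanks · Control set – no-compound enzyme wells and no-enzyme blanks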
KCC2 mod: modulates chloride dependent transport by human KCC2. AID 1456. KCC2 cells, thallium flux FluoZin-2 fluorescence. actives 2.2% (n = 190,000). B-score of Tl+ flux slope (higher = more flux/activation; lower = inhibition) at 10 µM;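 active = thallium flux slope and its plate-corrected score both differing from the plate sample mean at a set confidence after two filtering rounds, in either direction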;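 also: slope of fluorescence scaled to starting intensity during 10 to 20 s after thallium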
* hit, by the source's call; i = inactive; x = no result given; [ ] = remark or other dose. This is a subset. The share of hits here may be higher or lower than overall.

The first 5 records, ahead of the listing:
SMILES	Rad51 HR inh	m-calpain inh	hK5 inh	PERK inh	FXIa inh	FXIIa inh	Furin inhibitor	thrombin 1536	KCC2 mod
Cn1c(C(=O)N(Cc2ccccc2)Cc2ccccn2)cc2sccc21	-2	7	-16	0.0	-8	5	-10	-2	-0.76
COc1cccc(C(=O)Nc2cc(-c3cn4cccnc4n3)ccc2C)c1	-3	i	-25	-0.2	-12	-6	-29	-16	-0.13
Cc1ccc(CSCC(=O)N/N=C/c2cccc(OC3CSC3)c2)cc1	6	6	-23	1.3	7	10	-19	-2	1.2
COC(=O)C1=C(C)N(C)C(C)=C(C(=O)OC)C1c1ccc(C(=O)OC)cc1	4	-16	4	-0.7	4	16	-22	1	0.63
Cc1ccc2[nH]c(C(F)(F)F)cc(=O)c2c1	-6	20	20	-0.4	0	3	-9	-4	-0.16

Results, from the start:
SMILES	Rad51 HR inh	m-calpain inh	hK5 inh	PERK inh	FXIa inh	FXIIa inh	Furin inhibitor	thrombin 1536	KCC2 mod
Cn1c(C(=O)N(Cc2ccccc2)Cc2ccccn2)cc2sccc21	-2	7	-16	0.0	-8	5	-10	-2	-0.76
COc1cccc(C(=O)Nc2cc(-c3cn4cccnc4n3)ccc2C)c1	-3	i	-25	-0.2	-12	-6	-29	-16	-0.13
Cc1ccc(CSCC(=O)N/N=C/c2cccc(OC3CSC3)c2)cc1	6	6	-23	1.3	7	10	-19	-2	1.2
COC(=O)C1=C(C)N(C)C(C)=C(C(=O)OC)C1c1ccc(C(=O)OC)cc1	4	-16	4	-0.7	4	16	-22	1	0.63
Cc1ccc2[nH]c(C(F)(F)F)cc(=O)c2c1	-6	20	20	-0.4	0	3	-9	-4	-0.16
O=C(NCc1ccc(Cl)cc1)c1ccccc1CCc1ccccc1	4	6	-5	0.3	-3	5	-16	-9	-2.2
O=C(NC1CCCC1)c1nc2c(nnn2Cc2ccccc2Cl)c(=O)[nH]1	-5	-12	-8	0.8	-17	1	-7[20 µM]	-3	-1.4
COCCNC(=O)CN1C(=O)CC(C)(C)S(=O)(=O)c2ccccc21	-7	10	4	1.1	3	11	-43	-1	x
C=CCCCCCCCCC(=O)NNC1=CC(=O)CC(C)(C)C1	1	12	17	-0.3	-3	7	-23[20 µM]	1	-0.022
CC1CCCN(CCCOc2ccccc2-c2ccccc2)C1 (stereo not drawn)	6	-19	-22	-0.3	-11	-3	-32	-1	0.25
O=S(=O)(c1ccc2c(c1)OCCO2)N1CCN(c2ncnc3sccc23)CC1	4	21	3	1.1	2	7	-14	-5	-0.13
Cc1nc(N(C)C)c2sc(=S)n(C)c2n1	-1	19	-3	0.5	3	10	-13	-7	0.67
COc1cccc(C(=O)N2CCN(C(=O)Cc3ccccc3)CC2)c1	14	5	-7	-0.8	-3	2	-6	-10	1.5
CCOC(=O)C1=C(CSc2nc3c(cc2C#N)CN(C)CC3)OC(N)=C(C#N)C1c1ccccc1 (stereo not drawn)	-18	-165	4	0.6	4	14	-7	2	x
CCc1ccc(/C=C2\Oc3c(ccc(O)c3CN3CCN(CCO)CC3)C2=O)cc1	-32	-288	0	-1.2	2	9	6	0	-0.95
CCCCN(C(=O)Nc1ccc(OCC)cc1)C1CCN(C(C)=O)CC1	3	9	-15	-1.1	-7	6	-15[20 µM]	0	0.65
CCOc1ccc(C(=O)NCCN2CCCC2)cc1	-2	-16	-3	1.1	-7	1	-24	-12	-0.18
O=C(CCc1nnc(C2CCCCC2)o1)N1CCN(C2CCCCC2)CC1	x	23	x	-0.7	7	13	-8	-10	-0.062
Cc1ccccc1NC(=S)N1CCCC1	-4	8	-10	0.7	18	23	0	-5	-0.96
O=C(NC1CCCCC1)C(c1ccc(F)cc1)N(Cc1ccco1)C(=O)Cn1nnc2ccccc21 (stereo not drawn)	2	13	10	0.5	0	30	-30	2	0.17
O=C(NC1CC1)C1=C[C@@H](c2ccccc2)C[C@@H](OCCCCO)O1	-6	-16	0	1.7	-1	6	-36	-3	0.75
Cn1c(=O)c(/C(N)=N/OC(=O)c2ccccc2)cn(-c2ccccc2)c1=O	7	9	-4	-0.2	-3	5	-19	-2	-1.2
CCOC(=O)C1=C(CC)Nc2ccccc2N=C1NC(=O)CCNC(C)=O	7	-33	0	-0.1	-3	x	-24	-4	-0.97
COc1ccc(C2CC(c3ccccc3)=NN2C(=O)COC(=O)c2cccnc2Cl)cc1 (stereo not drawn)	3	38	9	-1.5	19	22	-1	7	0.84
Cc1c(N2C(=O)/C(=C3/C(=O)N(C)c4ccccc43)SC2=S)c(=O)n(-c2ccccc2)n1C	-5	0	-1	1.1	6	20	-28[20 µM]	6	-0.11
Continuation.
SMILES	Rad51 HR inh	m-calpain inh	hK5 inh	PERK inh	FXIa inh	FXIIa inh	Furin inhibitor	thrombin 1536	KCC2 mod
CCOC(=O)c1c(C)nc(-c2ccccc2)nc1N	4	-24	2	0.8	1	9	-27[20 µM]	-9	x
O=C(Nc1nccs1)C(F)(F)C(F)(F)C(F)(F)C(=O)Nc1nccs1	6	-6	0	1.4	-4	4	-15	-2	-0.27
COc1ccc(C(=O)c2c(C(F)(F)F)oc3c2C(=O)c2ccccc2C3=O)cc1	10	13	4	-0.3	1	7	-16[20 µM]	4	1.1
CC1(NC(=O)COc2ccccc2-c2ccccc2)CCS(=O)(=O)C1 (stereo not drawn)	-4	30	3	0.2	-2	2	-21[20 µM]	0	-1.7
COc1cc(C2N(c3ccccn3)C(=O)C3CCCN32)cc(OC)c1OC (stereo not drawn)	-5	-38	-3	1.1	4	14	-17	1	0.53
COc1cc([N+](=O)[O-])ccc1NC(=S)N1CCN(c2ccccn2)CC1	26	4	9	0.7	0	8	-20	-10	-1.1
O=C(OCC(=O)c1c[nH]c2ccccc12)c1ccco1	16	14	-2	1.6	-9	0	-19	-4	x
CCOC(=O)c1c(C)oc2c(CC(=O)c3ccccc3)c(Cl)c(O)c(O)c12	7	26	-14	0.0	7	19	-8	-9	0.1
O=C(NC1CCCCC1)N1CCN(Cc2nc3ccccc3c(=O)[nH]2)CC1	8	x	x	0.6	x	x	-21[20 µM]	x	0.73
CC(C)(C)c1ccc(Oc2ccc(NC(=O)CCCC(=O)O)cn2)cc1	-13	12	34	1.3	26	47*	-5	37	1.8
O=C(CSc1nnc(COc2ccccc2)n1Cc1ccco1)c1ccc(F)cc1	5	39	-3	-0.9	28	62*	-2	-9	-2.5
CC(=O)C(Cc1ccccc1)NC(=O)CN1CCc2ccccc2C1 (stereo not drawn)	13	-6	-14	-0.3	-6	3	-22	-1	-0.14
O=C(NCc1ccncc1)C1CCCCC1	-7	-18	4	0.5	-4	7	-12[20 µM]	-4	0.78
CCOc1ccc(C(O)c2nccn2Cc2ccccc2)cc1 (stereo not drawn)	-5	21	0	0.4	7	11	-11	1	x
Cc1cccc(C)c1NC(=O)c1cccc(COc2cc(Cl)ccc2Cl)c1	-3	19	-18	0.8	7	12	-9	-6	-0.73
CCc1c(C)nc(SCC(=O)Nc2c(C)n(C)n(-c3ccccc3)c2=O)[nH]c1=O	1	-4	-7	1.4	1	20	-8[20 µM]	3	-0.27
CC(C)(C)OC(=O)NC(CCNC=C1C(=O)OC(C)(C)OC1=O)C(=O)O (stereo not drawn)	1	13	6	0.9	0	16	-34[20 µM]	1	x
Cc1ccc(C(C(=O)NC2CCCCC2)N(C(=O)Cc2c[nH]c3ccccc23)c2ccccc2)o1 (stereo not drawn)	0	33	-17	-0.9	5	14	-16[20 µM]	-4	x
COC(=O)c1ccc(COc2ccc(-c3nn[nH]n3)cc2)cc1	-32	-40	3	1.1	7	14	4	-2	-1
Fc1cccc(NC(=S)N2CCn3cccc3C2c2cccnc2)c1 (stereo not drawn)	5	-7	-2	0.0	1	6	-26	-8	0
O=C(O)C1CCC(CNCc2ccccc2Cl)CC1 (stereo not drawn)	0	-12	-4	1.1	-2	-2	-20	9	0.039
O=S(=O)(NCc1ccc(Cl)cc1)NCc1ccccc1F	2	-18	2	0.4	-1	9	-30	26	-0.26
CCOC(=O)c1[nH]c2ccc(Br)cc2c1NC(=O)CCN1CCCCC1	-1	-11	-1	-0.9	-6	-6	-16	0	x
c1ccc2nc3c(nc2c1)c1ccccc1n3CCN1CCOCC1	0	1	-5	-1.6	13	21	-1[20 µM]	5	-1.3
Cc1cc(C)c(C#N)c(SCC(=O)Nc2nnc(-c3ccccc3)s2)n1	-4	-4	-2	-0.5	-8	-1	-17[20 µM]	-5	x
Additional structures
SMILES	Rad51 HR inh	m-calpain inh	hK5 inh	PERK inh	FXIa inh	FXIIa inh	Furin inhibitor	thrombin 1536	KCC2 mod
O=C(NC1CCCCC1)C(c1ccc(F)cc1)N(Cc1ccccc1)C(=O)CN1C(=O)c2ccccc2S1(=O)=O (stereo not drawn)	-4	27	-16	0.6	0	9	-8	1	-0.34
CCCn1c(SCC(=O)Nc2nccs2)nnc1-c1cccnc1	8	-10	1	-0.4	-5	-5	-6	-3	x
CC1(C)c2ccccc2N2CC(=O)N(CC(N)=O)C21C (stereo not drawn)	4	9	-13	0.1	-1	5	-26	-6	0.25
CCN1CCN(c2nc(C)nc3c2sc(=S)n3C)CC1	2	11	-2	-0.9	6	15	2	3	0.31
CCCCC(=O)NCCc1cc2c(OC)ccc(OC)c2[nH]c1=O	x	-35	-5	-0.9	-1	0	-19	-3	0.67
O=S(=O)(c1ccc(F)c(F)c1F)N1CCN(C(=S)NCc2ccccc2)CC1	-9	-26	-5	-0.5	-4	8	-16	-12	0.3
Cc1ccc(C)c(OCCCC(=O)N2CCOCC2)c1	-2	-5	-5	0.3	-1	1	-31	-13	0.3
Cn1cccc1C(=O)C(=O)Nc1ccc(Cl)cc1	-1	23	-27	-0.1	19	23	-3[20 µM]	-9	-0.0033
O=C(Nc1ccc(N2CCOCC2)cc1N1CCOCC1)c1ccc([N+](=O)[O-])cc1	x	-2	-22	2.0	13	13	-9	2	x
O=C(Cc1csc(-c2ccccc2)n1)NCc1ccc(F)cc1	-1	15	-12	0.1	1	9	-10	-15	-5.2*
COC(=O)[C@H](C)NC(=O)NCc1ccccc1F	-1	-12	22	1.5	-5	-3	-13	-5	x
Cc1ccc(SCC(=O)NC(=O)NCCC(C)C)c(C)c1	16	31	-3	0.9	-5	8	-14	-12	-0.47
O=C(Nc1ncnc2sc3c(c12)CCCCC3)c1ccco1	-3	-40	-10	0.5	7	14	-19[20 µM]	4	-1.1
CCc1c(C)nc2ncnn2c1NCCc1ccc(OC)cc1	-3	-8	-15	-1.4	-10	7	-2	1	-2.7
CC(C)[C@@H](CO)NC(=O)c1ccc2c3n(nc2c1)-c1ccccc1CO3	9	-26	0	x	-1	3	-19	-4	-2.6
CN(C)C(C)(C)/C=C/C(O)(c1ccccc1)c1ccccc1	-2	-18	3	0.4	2	10	-14	0	-0.27
Cc1ccc(S(=O)(=O)N2CCOCC2)cc1C(=O)O	0	-41	-5	0.9	-9	-4	-32	-4	0.27
CC(=O)NC1C(=O)N(CCc2ccccc2)c2ccc(Br)cc21 (stereo not drawn)	x	-98	-6	-2.0	-4	7	-16[20 µM]	-1	x
CN1/C(=C\C=C2/SC(=S)N(CC(=O)O)C2=O)C(C)(C)c2ccccc21	i	44	-6	-0.1	-14	3	-11	-3	i
COc1ccc(NC(=O)c2ccc(NC3CC(=O)N(c4ccc(C)cc4C)C3=O)cc2)cc1 (stereo not drawn)	7	1	1	0.2	-2	15	-18	0	-0.5

Quoted from the listing.
FXIa inh result of CC(C)[C@@H](CO)NC(=O)c1ccc2c3n(nc2c1)-c1ccccc1CO3 : -1
Furin inhibitor result of CCc1c(C)nc2ncnn2c1NCCc1ccc(OC)cc1 : -2
